High-throughput results (PubChem BioAssay)
HTT ATP protect: cytoprotection in Huntington HTT-Q103 PC12 cell model. PC12 HTT-Q103 induced, cytoprotection, ATP luminescence, 40 h. AID 1471. Potency, µM (doses to about 56.4 µM), for the others: cytoprotection (ATP increase), usual class: activators. 230,000 tested, 0.14% active;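 further: % of control where 0% means no effect; nearly all actives have a fitted effect of over 45% in size; toxic huntingtin expression switched on by the ecdysone agonist tebufenozide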
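Compounds added alongside 100 nM tebufenozide, which induces toxic Q103 huntingtin exon 1-GFP in stable PC12 cells; surviving cells quantified by luminescent ATP measurement. Medium: phenol red-free DMEM, 5% equine and 5% calf serum.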
Tau ThT inhib: inhibitors of human tau fibril formation, thioflavin T binding | P10636 | recombinant tau K18 P301L, heparin-induced fibrillization, ThT fluorescence | Potency, µM (series often up to 57.4 µM), for the others: at the highest dose activity, negative = inhibition, usual class: inhibitors | 270,000 tested, 2.1% active | AID 1460; further: on the % scale 0 is the no-effect control and ±100 the full control effect; nearly all actives have a fitted effect of over 55% in size
Target sequence (P10636 561-689 P618L limits assumed): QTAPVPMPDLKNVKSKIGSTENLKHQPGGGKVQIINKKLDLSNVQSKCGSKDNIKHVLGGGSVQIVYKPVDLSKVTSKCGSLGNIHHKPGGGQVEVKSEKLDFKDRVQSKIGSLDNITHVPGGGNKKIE
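Heparin-induced (20 uM) aggregation of recombinant human K18 P301L tau, 15 uM unlabeled with 0.24 uM labeled, pH 7 acetate buffer, 6 hr at 37 C with compound. Fibrils quantified by 30 uM ThT fluorescence after 1 hr ambient incubation.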
TR SRC2 fluor cs: alters Texas Red total fluorescence, flagging assay interference | TRb/SRC2 Texas Red total fluorescence interference | Potency, µM (highest dose often 106 µM), for the others: at the top dose fluorescence change, negative = quenching | 280,000 tested, 0.29% active; active means well fitted curve in either direction with a large enough effect; inconclusive means small, poorly fitted or top-dose-only effect; further: on the % scale 0 is the no-effect control and ±100 the full control effect
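Human TRb ligand-binding domain at 0.6 uM with 20 nM Texas Red SRC2 peptide in Tris buffer containing 1 uM T3 and 5% DMSO, incubated with compound 5 h at ambient temperature. Total fluorescence (555/632 nm) calculated as parallel + 2 × perpendicular.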
TRb SRC2 PPI: inhibitors of human thyroid hormone receptor beta-SRC2 interaction. Potency, µM (doses to about 106 µM), without a hit: at the highest dose activity change, negative = inhibition, hits mostly inhibitors. P10828. 280,000 tested, 0.065% active. TRbeta-SRC2 peptide binding, fluorescence polarization; receptor liganded with 1 µM T3;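 further: plate controls were bound peptide for no effect and peptide without receptor for full effect; nearly all actives have a fitted effect of over 50% in size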
Target sequence (P10828 whole entry, looked up): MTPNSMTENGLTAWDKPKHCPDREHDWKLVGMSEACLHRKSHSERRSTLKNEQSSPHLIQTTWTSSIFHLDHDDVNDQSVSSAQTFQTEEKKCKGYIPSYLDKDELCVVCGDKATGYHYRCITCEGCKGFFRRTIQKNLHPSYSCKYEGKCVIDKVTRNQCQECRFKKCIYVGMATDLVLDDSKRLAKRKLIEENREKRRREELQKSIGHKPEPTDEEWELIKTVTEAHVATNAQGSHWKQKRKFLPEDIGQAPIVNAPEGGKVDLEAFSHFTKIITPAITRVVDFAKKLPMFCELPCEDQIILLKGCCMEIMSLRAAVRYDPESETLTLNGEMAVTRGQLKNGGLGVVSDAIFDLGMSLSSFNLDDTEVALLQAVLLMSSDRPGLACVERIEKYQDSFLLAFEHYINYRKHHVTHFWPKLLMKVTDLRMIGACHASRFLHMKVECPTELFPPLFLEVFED
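Fluorescence polarization of 20 nM Texas Red SRC2 peptide (20-aa NR interaction domain) bound to 0.6 uM human TRb ligand-binding domain, with 1 uM T3, after 5 hr at ambient temperature; inhibition seen as decreased polarization.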
L3MBTL1 inh: L3MBTL1 (human) inhibition; AlphaScreen L3MBTL1–H3K9me1 peptide binding; Potency, µM (titrated, usually from 57.1 µM), inactives show at the highest dose activity, negative = inhibition, usual class: inhibitors; 230,000 tested, 0.66% active; AID 485360; further: on the % scale 0 is the no-effect control and ±100 the full control effect; nearly all actives have a fitted effect of over 60% in size
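AlphaScreen proximity signal between nickel-chelate acceptor and streptavidin donor beads (final 10 ug/mL) reports binding of 50 nM L3MBTL1 to 75 nM biotin-H3 K9me1 peptide; complex incubated with compounds 30 min at room temperature; cefsulodin titration as control.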
Tau fluor cs: counter-screen for tau fibril formation inhibitors; Potency, µM (highest dose often 57.7 µM), for the others: at the highest dose activity change, negative = decrease; tau K18 P301L (four-repeat tau fragment) Alexa594 fluorescence, heparin fibrillization; 280,000 tested, 0.93% active; further: on the % scale 0 is the no-effect control and ±100 the full control effect; nearly all actives have a fitted effect of over 55% in size
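Human K18 P301L tau (15 uM unlabeled plus 0.24 uM Alexa 594-labeled, final) in 100 mM sodium acetate pH 7 was mixed with compound and 20 uM heparin and incubated 6 hr at 37 C.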
Tau fibril FP: inhibitors of human tau fibril formation | K18 P301L tau heparin fibrillization, Alexa594 FP, 6 h | Potency, µM (top dose mostly 57.7 µM), for the others: at the top dose activity, negative = inhibition, actives largely listed as inhibitors | 280,000 tested, 0.39% active; further: on the % scale 0 is the no-effect control and ±100 the full control effect; nearly all actives have a fitted effect of over 55% in size
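FP of Alexa 594-tau after heparin (20 uM) induction. Substrate: human K18 P301L, 15 uM unlabeled, 0.24 uM labeled. Buffer 100 mM sodium acetate pH 7. 6 hr, 37 C.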
RECQ1 inh: inhibitors of human RECQ1 DNA helicase | P46063 | RECQ1 DNA unwinding, red fluorescence kinetic read | Potency, µM (titrated, usually from 57.3 µM), inactives show top-dose activity, negative = inhibition, actives largely listed as inhibitors | 240,000 tested, 0.54% active;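 further: plate controls were vehicle for no effect and no enzyme for full effect; nearly all actives have a fitted effect of over 30% in size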
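50 nM RECQ1T1 preincubated 15 min with compound in Tris pH 8.0 buffer with MgCl2, DTT, Tween-20 and 2.5 ug/ml poly(dI-dC); started with 200 nM TAMRA/BHQ-2 forked duplex and 2 mM ATP. Unwinding read as fluorescence (525/598 nm), two reads 2 h apart.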
* = called active by the depositor; i = inactive; ? = inconclusive; / = not tested or not shown; [ ] = remark or other dose. Unless noted, the call rests on the fitted dose curve; in most records, active means well fitted curve in the direction sought with a large enough effect; inconclusive means small, poorly fitted or top-dose-only effect, or another doubt; inactive means no such curve, though single readings can be large; an effect the other way counts as inactive or inconclusive. Potency means the concentration at half of the fitted maximal effect.

SMILES	HTT ATP protect	Tau ThT inhib	TR SRC2 fluor cs	TRb SRC2 PPI	L3MBTL1 inh	Tau fluor cs	Tau fibril FP	RECQ1 inh
Cc1ccc(-c2cc(C(=O)Nc3cc(C)ccc3C)[nH]n2)c(O)c1	0.8%[10 µM]	-4.8%	-0.1%	-15.0%	-26.4%	-3.4%	-1.2%	i
CCOC(=O)c1cnn(-c2ccccc2)c1NC(=O)c1ccccc1C	-8.1%	-3.6%	1.9%	11.9%	/	1.0%	4.5%	-5.2%
O=C(O)CCCCCNc1ncnc2ccc(Br)cc12	-14.1%[10 µM]	-1.9%	0.2%[53 µM]	2.3%[53 µM]	5.5%	1.3%	-2.3%	i
C=CCNC(=O)c1cc2c(C(F)(F)F)nn(C)c2s1	4.1%	5.5%	2.2%	6.7%	1.6%	4.8%	-2.1%	-8.9%
CC(C)C(=O)NC(C)C(c1cccs1)N1CCOCC1 (stereo unspecified)	7.6%[0.074 µM]	-10.1%	-0.3%	-20.4%	-1.2%	-8.6%	-4.3%	-10.6%
N#Cc1c[nH]n2c(=O)c3c(nc12)CCCC3	-11.0%	-4.3%	-2.9%	-9.4%	12.2%	-3.3%	-0.3%	-11.3%
CC(=O)c1c(C)[nH]c(C(=O)N(C)C(c2ccccc2)c2ccccc2)c1C	/	-2.9%	-4.1%	5.6%	-6.2%	2.1%	6.3%	0.1%
COc1cc(NC(=O)c2noc3c2CCc2ccccc2-3)cc(OC)c1OC	/	?	5.6%	-7.0%	/	?	3.9%	/
Cc1ccc(CNC(=O)CN(C2CCCCC2)S(C)(=O)=O)cc1	4.9%[10 µM]	-2.7%	-0.7%	-1.8%	-8.0%	2.1%	9.3%	-4.1%
CC(OC(=O)Cc1coc2cc3c(cc12)CCC3)C(=O)NC(N)=O (stereo unspecified)	-30.1%	-6.2%	-1.6%	1.3%	0.4%	-11.5%	-7.1%	-11.4%
c1cncc(-c2nnc3sc(-c4ccco4)nn23)c1	17.8%	-11.5%	1.4%	1.8%	/	-4.9%	10.9%	i
O=C1OCCC1Sc1nnc(-c2ccccc2Cl)n1Cc1ccccc1 (stereo unspecified)	/	-4.1%	-0.6%	-7.9%	-13.3%	-11.6%	-5.0%	3.1%
CC(C)CCNC(=O)c1cn(C)c2ccc(S(=O)(=O)N3CCCC3)cc2c1=O	/	16.5%	-0.4%	10.6%	/	-5.0%	-4.3%	/
COc1ccc(OC)c(/C=N/NC(=O)CCN2CCN(C(c3ccccc3)c3ccccc3)CC2)c1	12.1%[10 µM]	-2.3%	?	-16.4%	-10.2%	-0.4%	10.7%	-7.1%
COc1ccc(CNc2nc(SCc3ccccc3Cl)nc3ccccc23)cc1	/	-11.8%	-3.9%	6.4%	/	-23.6%	-6.3%	/
Cc1cc(C(=O)COC(=O)CN=C2NS(=O)(=O)c3ccccc32)c(C)n1CCc1ccc(Cl)cc1	-1.0%[10 µM]	-7.0%	-0.9%[53 µM]	1.9%[53 µM]	-8.8%	?	-14.2%	-10.0%
NC(=O)CSc1nnc(C2CC2)n1Cc1ccccc1	-19.2%[10 µM]	-14.0%	2.4%	-0.9%	4.0%	-6.6%	-3.9%	1.6%
CCOC(=O)c1nn(-c2cc(C(=O)OC)cc(C(=O)OC)c2)cc1O	-4.6%	1.9%	-0.7%	0.8%	-2.2%	6.8%	6.6%	-2.0%
O=C(Cn1cnc2ccccc2c1=O)Nc1ccc(-c2nnc3n2CCCCC3)cc1	0.1%	-12.4%	-1.8%	-11.9%	7.6%	1.4%	-0.1%	i
Cc1ccc(OCC(=O)N(C)Cc2ccccc2)c([N+](=O)[O-])n1	-2.7%[10 µM]	-5.9%	-5.8%	-0.1%	5.3%	-6.6%	-8.6%	-1.6%
COc1ccc([N+](=O)[O-])cc1NC(=O)CC1SC(=Nc2cccc(C)c2C)N(/N=C(\C)c2ccc(C)cc2)C1=O (stereo unspecified)	-7.0%	1.9%	0.5%	-7.3%	-2.7%	?	-13.5%	i
Cc1c(CCOC(=O)c2cc([N+](=O)[O-])ccc2Cl)sc[n+]1CCCCS(=O)(=O)[O-]	-16.2%	5.9%	-3.9%	-1.4%	/	6.1%	3.1%	-2.9%
CCOC(=O)c1c(C)[nH]c(C(=O)N2CCCC(C(=O)c3ccccc3OC)C2)c1C (stereo unspecified)	1.8%[10 µM]	-5.9%	-0.7%	-1.2%	-6.8%	-9.1%	-4.7%	-3.0%
Cc1ccccc1C1CC(c2ccccc2OC(F)F)Nc2ncnn21 (stereo unspecified)	27.3%	-7.4%	-1.9%	-4.6%	/	-1.7%	8.1%	i
CCOc1cc(/C=N/NC(=O)CCCC(=O)NC2CCCCC2)ccc1O	49.3%[10 µM]	-3.4%	-3.2%	-4.7%	5.3%	-0.8%	-0.5%	-0.5%
COc1ccc(CNC(=O)C2CCN(S(=O)(=O)c3cccc4cccnc34)CC2)cc1	0.7%	-5.2%	0.5%	5.5%	10.4%	-8.5%	-5.2%	i
CCCC(=O)Nc1c(-c2ccc(OC)cc2)c(=O)c2ccccc2n1C	5.5%	9.5%	0.5%	-15.4%	/	5.5%	6.8%	i
O=C(CNc1ccc(F)cc1)c1ccccc1	-11.8%	-10.3%	-3.9%	-5.9%	-14.8%	-3.3%	6.4%	i
CCc1sc(Nc2cccc(C)c2C)nc1-c1cc2cccc(OC)c2oc1=O	/	-8.3%	-5.6%	3.4%	/	-11.1%	4.3%	/
CC1=CC(C)(C)N2C(=O)C(=O)c3cc(OC(=O)c4ccco4)cc1c32	/	12.6µM*	-1.3%	-2.0%	-14.2%	-27.5%	1.3%	26.7%
COc1ccc(C(=O)NCC23C=CC(O2)C2C(=O)N(Cc4ccccc4)C(=O)C23)cc1 (stereo unspecified)	-13.0%	-4.7%	2.5%	7.0%	5.0%	2.6%	5.6%	-7.1%
COc1ccc(-n2c(Cc3cccn3C)nnc2SCC(=O)N2CCCc3ccccc32)cc1	?	-12.1%	0.9%	0.4%	-2.0%	1.7%	-1.1%	15.8µM*
COc1cccc(-c2nn(-c3ccccc3)cc2CN(C)Cc2c(C)nc3ccccn23)c1	8.9%[10 µM]	?	-0.7%[53 µM]	6.2%[53 µM]	-28.0%	-19.7%	-9.1%	i
CC(=O)Nc1ccc(S(=O)(=O)NCC2CCC(C(=O)NCCC3=CCCCC3)CC2)cc1 (stereo unspecified)	-9.9%	-9.3%	2.0%	-2.6%	/	-8.3%	0.6%	-3.1%
O=C(Cn1cnc2ccccc2c1=O)NCCC(=O)Nc1ccc(F)cc1	/	3.2%	-13.8%	4.9%	/	-3.2%	0.6%	/
COc1ccc(NC(=O)Cn2c(=O)n(-c3cccc(C)c3)c(=O)c3c2c2cc(C)ccc2n3C)cc1OC	/	-17.6%	-1.6%	-1.2%	/	-25.7%	-11.4%	/
COCCN1CN(S(=O)(=O)c2ccc(Cl)cc2)c2nc3ccccc3nc21	-4.6%	-8.7%	-4.6%	1.7%	-6.9%	?	?	-14.8%
Nc1nnc(SCC(=O)Nc2ccccc2C(F)(F)F)s1	/	-7.2%	-1.1%	6.4%	/	-3.1%	9.9%	/
COc1ccccc1OCCOc1ccc(C(=O)c2ccccc2)cc1	/	?	3.6%	8.0%	33.1%[activator]	-29.9%	-0.2%	-2.8%
O=C(/C=C/c1cccs1)Nc1nncs1	-6.0%[10 µM]	6.0%	-3.8%	-2.9%	6.4%	-1.4%	-7.4%	-8.2%

An excerpt of these results, as a markdown table:
| SMILES | HTT ATP protect | Tau ThT inhib | TR SRC2 fluor cs | TRb SRC2 PPI | L3MBTL1 inh | Tau fluor cs | Tau fibril FP | RECQ1 inh |
| --- | --- | --- | --- | --- | --- | --- | --- | --- |
| CCOC(=O)c1cnn(-c2ccccc2)c1NC(=O)c1ccccc1C | -8.1% | -3.6% | 1.9% | 11.9% | / | 1.0% | 4.5% | -5.2% |
| O=C(O)CCCCCNc1ncnc2ccc(Br)cc12 | -14.1%[10 µM] | -1.9% | 0.2%[53 µM] | 2.3%[53 µM] | 5.5% | 1.3% | -2.3% | i |

One compound at a time, from the list above:
CCCC(=O)Nc1c(-c2ccc(OC)cc2)c(=O)c2ccccc2n1C is listed as HTT ATP protect: 5.5%; Tau ThT inhib: 9.5%; TR SRC2 fluor cs: 0.5%; TRb SRC2 PPI: -15.4%; L3MBTL1 inh: /; Tau fluor cs: 5.5%; Tau fibril FP: 6.8%; RECQ1 inh: i
CCOc1cc(/C=N/NC(=O)CCCC(=O)NC2CCCCC2)ccc1O is listed as HTT ATP protect: 49.3%[10 µM]; Tau ThT inhib: -3.4%; TR SRC2 fluor cs: -3.2%; TRb SRC2 PPI: -4.7%; L3MBTL1 inh: 5.3%; Tau fluor cs: -0.8%; Tau fibril FP: -0.5%; RECQ1 inh: -0.5%

More entries:
SMILES	HTT ATP protect	Tau ThT inhib	TR SRC2 fluor cs	TRb SRC2 PPI	L3MBTL1 inh	Tau fluor cs	Tau fibril FP	RECQ1 inh
CN1CCN(CCC(=O)Nc2ccc(Br)cc2)CC1	12.4%[10 µM]	-1.4%	-0.7%	-7.8%	3.4%	-4.1%	3.9%	-10.4%
CC(=O)c1ccc(OCC(=O)NCc2ccc(F)cc2)cc1	-35.2%[inhibitor]	-4.4%	0.4%	-6.3%	/	-6.8%	-4.0%	12.9%
CC(NC(=O)c1cccs1)C(c1cccs1)N1CCN(c2ccccc2)CC1 (stereo unspecified)	17.5%[10 µM]	-2.6%	-3.8%	-15.1%	-28.4%	-6.0%	5.2%	5.7%
Nc1cc(-c2ccc(Br)cc2)nn1Cc1ccccc1	3.8%[10 µM]	-15.9%	1.3%	-0.3%	-9.6%	?	?	-11.1%
CC(C(=O)NCC1CCCCC1)N1CCc2ccccc2C1 (stereo unspecified)	3.6%[10 µM]	-8.6%	0.7%	-4.6%	8.8%	-2.5%	-6.6%	i
COc1ccc(NC(=O)c2ccc(NC(=O)COC(=O)CC(NC(=O)c3ccccc3Cl)c3ccccc3)cc2)cc1 (stereo unspecified)	/	?	0.9%	2.4%	4.4%	?	?	-1.7%

A portion of the library, so the mix of outcomes need not match the whole.
